# Screening results as filed in PubChem BioAssay.
# OX1R antag-1: antagonists of human orexin 1 receptor (OX1R); 330,000 tested, 1.8% active; AID 485270, 2010; OX1R-expressing cells, FRET antagonist read-out; inhibition, % at 6.6 µM; Orexin/Hypocretin receptor type 1 (Homo sapiens), O43613; in the data active means inhibition mostly above about 38%, no sharp cut-off; inactive means mostly below about 40%;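 further: 0% = agonist challenge alone and 100% = reference antagonist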
# Target sequence (O43613 whole entry, looked up): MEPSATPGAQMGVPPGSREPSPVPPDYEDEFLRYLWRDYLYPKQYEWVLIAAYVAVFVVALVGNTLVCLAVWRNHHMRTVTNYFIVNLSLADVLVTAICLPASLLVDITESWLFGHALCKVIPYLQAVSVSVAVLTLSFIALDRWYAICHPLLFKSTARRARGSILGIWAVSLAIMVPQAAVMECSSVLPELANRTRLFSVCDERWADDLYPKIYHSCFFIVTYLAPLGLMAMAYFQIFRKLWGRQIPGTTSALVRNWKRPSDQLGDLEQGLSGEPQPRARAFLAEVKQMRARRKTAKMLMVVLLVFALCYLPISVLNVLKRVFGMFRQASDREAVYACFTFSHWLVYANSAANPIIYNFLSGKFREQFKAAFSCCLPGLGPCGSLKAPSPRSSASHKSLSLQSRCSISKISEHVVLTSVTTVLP
# OX1R antag-2: OX1R (HCRTR1) antagonists, primary screen, fluorescence, CHO/OX1R cells, Fluo-8 calcium, orexin A | Fluo-8 calcium fluorescence | inhibition, % at 5 µM | 330,000 tested, 0.43% active | AID 434989, 2010;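 active means inhibition above its plate's threshold, mean inhibition of all tested compounds on the plate plus 3 SD, cut at about 37% in these data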;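 further: 0% = orexin A challenge wells and 100% = SB-334867-A antagonist wells; not every result past the cut was called active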
# Active calls of the source: *.
# Under each structure – OX1R antag-1	OX1R antag-2
COc1ccc(NC(=O)CSc2nc3c(c(=O)n2-c2ccc(F)cc2)SCC3)c(OC)c1
  8	-35
O=C(CN1CCCCC1)Nc1cccc(Oc2ccccc2)c1
  8	-26
N#Cc1cc2c(nc1SCc1ccccc1)CCCC2=O
  15	-8
CN(C)c1ccc(NC(=O)CN2CCN(c3ccc(F)cc3)CC2)cc1
  0	-16
O=C1CSC(c2ccc(F)c(F)c2)N1c1ccccc1F (centres undefined)
  4	0
CC(O)c1cc2c(cc1NC(=O)c1cnn3c1NC(c1ccco1)CC3C(F)(F)F)OCO2 (centres undefined)
  13	-16
CCOC(=O)C1=NN(C(=O)c2ccco2)C2(CC2)C1
  4	9
O=C(CSc1ccccc1)NCc1ccco1
  14	-13
COCc1ccc(-c2c(-c3cccc(OC)c3)sc3ccc(OC)cc23)cc1
  5	-53
Cc1ccc(OCC(=O)N/N=C/c2cccn2C)cc1C
  11	-3
CC(C)/C=C(/C(=O)c1ccc(Cl)cc1Cl)n1cncn1
  -8	-2
C/C(=N\NC(=O)C(N)=O)c1ccc(OC(F)F)cc1
  10	-21
COC(C(=O)N/N=C(\C)CC(=O)Nc1ccc(Cl)cc1C)c1ccccc1 (centres undefined)
  5	-23
COC(=O)c1ccc(NC(=O)Nc2ccc(C)cc2)cc1
  15	1
O=C(COC(=O)c1cc2ccccc2cc1O)c1ccccc1
  23	-6
CCCS(=O)(=O)N1CCN=C1SCc1cccnc1
  7	-13
CCNCc1ccc(OCc2ccccc2F)c(OC)c1
  12	-10
CCOC(=O)C(NC(C)=O)(Nc1ccc(S(=O)(=O)Nc2onc(C)c2C)cc1)C(F)(F)F (centres undefined)
  7	-1
CN(Cc1cc2ccccc2[nH]c1=O)C(=O)c1cccs1
  15	-20
Cc1cc(C)cc(NC(=O)Cn2nnc(C(=O)NCc3ccc4c(c3)OCO4)c2N)c1
  7	-7
CCOc1ccc(S(=O)(=O)Nc2ccc(S(=O)(=O)N3CCCCC3)cc2)cc1
  4	-16
c1ccc(CN2CN=C(Nc3nc4ccccc4s3)NC2)cc1
  6	-23
CN1CCN(c2ccc(S(=O)(=O)N3CCCCC3)cc2NC(=O)Cc2c(F)cccc2Cl)CC1
  8	-17
CCc1ccc(-c2nc(CN3CCC(C(=O)NCc4ccccc4OC)CC3)c(C)o2)cc1
  -2	-30
CN(Cc1c(C(=O)N/N=C/c2ccc(O)cc2)nnn1-c1nonc1N)c1ccccc1
  95*	80*
Cc1cccc(C(=O)Nc2cccc(S(=O)(=O)NCc3ccco3)c2)c1
  20	-6
CC1CCCN(C(=O)COC(=O)c2cccc(NS(=O)(=O)c3ccccc3)c2)C1 (centres undefined)
  19	-17
CC(C)(C)C(=O)Nc1nnc(Cc2ccccc2)s1
  -3	-8
CC(Oc1ccc(F)cc1)C(=O)Nc1cc(S(=O)(=O)N2CCCCC2)ccc1N1CCOCC1 (centres undefined)
  8	-39
O=C(COc1ccc(Cl)cc1)NC1CCSC1=O (centres undefined)
  12	-25
CN(CC(=O)Nc1ccccc1Cl)C(=O)COC(=O)/C=C/c1cccc(C(F)(F)F)c1
  5	-35
O=C(Cn1cnc2cc([N+](=O)[O-])ccc2c1=O)Nc1ccc(Br)cc1
  9	-13
CCN(CC)S(=O)(=O)c1cccc(C(=O)NC(C(=O)Nc2nnc(C3CC3)s2)C(C)C)c1 (centres undefined)
  6	-39
CC(C)CCNC(=O)C(=O)Nc1cc2c3c(c1)CCC(=O)N3CCC2
  4	-10
COc1ccc(NC(=O)CCCN2C(=O)CCC2=O)cc1Cl
  14	-7
COCCCNC(=O)/C=C1\Sc2ccccc2N(Cc2ccccc2F)C1=O
  86*	4
Cc1sc2ncnc(N3CCC(C(=O)Nc4cc(S(C)(=O)=O)ccc4Cl)CC3)c2c1C
  20	-20
COC(=O)c1ccc(OC(=O)CCc2cc(OC)c(OC)c(OC)c2)cc1
  14	-26
Cc1ccc(C)n1-c1ncn[nH]1
  7	-8
N#C/C(=C(/O)c1ccc(Cl)cc1)c1nc2ccccc2[nH]1
  -9	3
CCOC(=O)c1cc(C(=O)OCC)c(=O)[nH]c1C
  4	-7
Cc1ccc(N(CC(=O)Nc2ccc(S(=O)(=O)N3CCOCC3)cc2)S(C)(=O)=O)cc1C
  3	-23
O=C1CC2(CCCCCC2)Oc2ccc(Cl)cc21
  1	-16
Cn1c(SCC(=O)O)nc2ccccc2c1=O
  2	3
CN1CCN(c2nc3ccccc3nc2NS(=O)(=O)c2ccc(Br)cc2)CC1
  1	-22
C/C(=N\Nc1nc2ccccc2s1)c1cccs1
  56*	-22
CC1(C)CC(=O)C2=C(C1)Nc1ccccc1NC2c1ccccc1F (centres undefined)
  2	-4
C=CCC(=O)N1CCCC(CCC(=O)NCc2ccccc2F)C1 (centres undefined)
  15	-26
COc1cccc(N2CCN(c3ccc4nnc(CCC(=O)Nc5cccc(C(C)=O)c5)n4n3)CC2)c1
  -1	-12
Cc1csc(=O)n1CC(=O)OC(C)C(=O)Nc1cccc(Cl)c1 (centres undefined)
  9	-11
CC(C(=O)NC1CCCC1)N(C(=O)Cn1nnc(-c2ccc(F)cc2)n1)c1ccccc1F (centres undefined)
  20	-16
Cc1ccc(NC(=O)c2cccc3ccccc23)cc1
  5	-30
CCOc1ccc(NC(=O)C2CCCN(S(=O)(=O)c3ccc4c(c3)CCCN4C(C)=O)C2)cc1 (centres undefined)
  8	-15
O=C(OCC(=O)N1CCN(C(=O)c2ccco2)CC1)c1ccccc1C(=O)c1ccccc1
  7	-22
Cc1cccc(NC(=S)N2CCC(NC(=O)C3CCCCC3)CC2)c1
  12	-8
COc1c(C)cccc1C(=O)Nc1cc(-c2nn3c(C)nnc3s2)ccc1C
  12	-27
CC(=O)c1ccc(N2CCc3ccccc3C2)c([N+](=O)[O-])c1
  7	-24
Cc1ccc(N2C(=O)N3[C@H](c4ccc(Cl)cc4)[C@@H]4C(=O)N(C5CCCCC5)C(=O)[C@@H]4[C@]3(Cc3ccccc3)C2=O)cc1
  3	-24
Cc1ccc(-c2onc3ccc(C(=O)O)cc23)cc1
  19	-21
CCOc1ccc(CN2CCN(CCCc3ccccc3)CC2CCO)cc1 (centres undefined)
  9	-8

# More structures:
molecule,OX1R antag-1,OX1R antag-2
COc1ccccc1N1CC(C(=O)Nc2nnc(SCC(=O)N3CCCC3)s2)CC1=O (centres undefined),31,-14
CC(C)(C)NC(=O)C(c1ccc(F)cc1)N(CCc1ccccc1)C(=O)c1ccn[nH]1 (centres undefined),14,-29
O=S(=O)(NC1CC2CCC1C2)c1ccc(Br)s1 (centres undefined),7,-20
Cc1ccc(Nc2nc3nonc3[nH]c2=O)cc1,31,9
CCN(Cc1ccncc1)C(=O)c1ccc(C)c(S(=O)(=O)N2CCCCC2)c1,15,-20
O=C(CSc1nnc(CNC(=O)c2c(F)cccc2F)o1)NCc1ccccc1Cl,21,-22
CCOc1ccc(S(=O)(=O)Nc2cccc(C(=O)NCC3(N4CCCCC4)CCCCC3)c2)cc1,21,-15
COc1ccc(N2C(=O)CC(SCCc3nc4ccccc4[nH]3)C2=O)cc1 (centres undefined),19,-27
O=C(Cc1ccccc1)NN1C(=O)/C(=C/c2ccc(C(=O)O)cc2)SC1=S,19,-4
CCc1ccc(S(=O)(=O)N2CC(=O)Nc3ccccc32)cc1,1,-10
O=C(c1ccncc1)c1ccc(N2CCN(C3CC(=O)N(Cc4cccs4)C3=O)CC2)cc1 (centres undefined),39,1
CCN(Cc1ccncc1)C(=O)c1cccc(S(=O)(=O)N2CCOCC2)c1,10,-8
COc1ccc(OC)c(C(=O)CSc2nnc(-c3cccnc3)n2C)c1,5,-33
CN(C)C1=NC[C@H](Cc2ccccc2)N1CC1CCCCCC1,9,-21
CCOc1ccc(C(=O)NCC(=O)OCc2cc(C(C)=O)ccc2OC)cc1,4,-14
CC(CCc1ccccc1)NC(=O)c1ccc(C(=O)NC(C)CCc2ccccc2)cc1 (centres undefined),3,-24
CC1CC(c2ccccc2)n2nc(NC(=O)c3ccco3)nc2N1 (centres undefined),41,-19
CN(CCCNC(=O)C1CCC(CNS(=O)(=O)c2ccccc2)CC1)Cc1ccccc1 (centres undefined),14,-20
O=C(c1cc(-c2ccccc2)nc2ccccc12)N1CCN(C2CCS(=O)(=O)C2)CC1 (centres undefined),3,-17
COc1ccc(S(=O)(=O)Nc2cccc3c2O[C@H](CN(C)S(=O)(=O)c2ccc(Cl)cc2)[C@H](C)CN([C@H](C)CO)C3=O)cc1,1,-4
CC1=C(CO)C(=O)OC([C@@H](C)C2CC[C@H]3C4C[C@H]5O[C@]56[C@@H](O)C=CC(=O)[C@]6(C)C4CC[C@]23C)C1 (some centres undefined),14,14
CCCCCOC(=O)Cc1c(C)nc(-c2ccccc2)[nH]c1=O,1,-16
CS(=O)(=O)c1ccc2c(c1)sc1nc(=O)c(/C=C3/C=CC(=O)C(O)=C3)c(N)n12,6,-6
C=CCN(c1ccccc1)S(=O)(=O)c1cccc(C(=O)Nc2cc(C)ccn2)c1,23,-13

# Entries listed above printed as active in OX1R antag-1.
molecule,OX1R antag-1,OX1R antag-2
CN(Cc1c(C(=O)N/N=C/c2ccc(O)cc2)nnn1-c1nonc1N)c1ccccc1,95*,80*
COCCCNC(=O)/C=C1\Sc2ccccc2N(Cc2ccccc2F)C1=O,86*,4
C/C(=N\Nc1nc2ccccc2s1)c1cccs1,56*,-22

# (list continues)
molecule,OX1R antag-1,OX1R antag-2
Cn1nnnc1Sc1ncnc2scc(-c3cccc(C(F)(F)F)c3)c12,24,-2
COc1ccc(S(=O)(=O)N2CCOCC2)cc1NC(=O)CN1C(=O)NC(C)(C2CC2)C1=O (centres undefined),11,-1
CC(=O)/C(N=Nc1nc2c([nH]1)c(=O)n(C)c(=O)n2C)=C(\C)O,-2,-4
CCC(C)(C)NC(=O)C(c1ccccc1Cl)N(C(=O)CCC(=O)Nc1cc(C)on1)C(C)(C)C (centres undefined),8,-16
c1ccc(-n2ncc3c(N4CCCCC4)ncnc32)cc1,14,-28
Cc1ccc(S(=O)(=O)c2cc3c(=O)n4ccccc4nc3n(C)c2=N)cc1C,10,-1
Cc1sc2nc(SCC(=O)NCCCO)n(-c3ccccc3)c(=O)c2c1C,6,-19
O=C(CN1CC(c2ccccc2)CC1=O)N/N=C/c1cc(Br)ccc1O (centres undefined),8,-28
CSc1ccccc1N1CCN(C(=O)Nc2ccc3c(c2)NC(=O)CO3)CC1,22,-10
CC(C)Sc1nc2ncnc(N)c2[nH]1,9,-11
CCn1c(-c2ccc(N)cc2)nc2ccccc21,9,-34
CCOc1ccc(-c2cc(CCCC(=O)Nc3cccc(OC)c3)no2)cc1,17,-24
COc1ccc(CC(=O)Nc2ccccc2NC(=O)c2ccco2)cc1OC,10,-38
CC(Sc1nc(N)cc(=O)[nH]1)C(=O)Nc1cccc(Cl)c1 (centres undefined),3,1
COc1ccccc1NC(=O)CCCN1C(=O)C(c2ccccc2)Oc2cccnc21 (centres undefined),14,-11
Cc1ccc(S(=O)(=O)NN2C(=O)c3ccccc3NC2c2ccccc2O)cc1 (centres undefined),3,-22
Cc1cc(C(=O)NN)n[nH]1,11,-34
COc1ccc(C(C#N)N2CCC(c3ccccc3)=N2)cc1 (centres undefined),-4,-21
Cc1cc(C)nc(NCC(O)COc2ccccc2C)n1 (centres undefined),17,-25
COC(=O)c1ccc(S(=O)(=O)c2ccccc2)c(N)c1,16,-14
Cc1cc(C(=O)OCC(=O)N2c3ccccc3CC2C)c(C)o1 (centres undefined),16,-23
COc1ccc(Cc2noc(CN(C)CC(O)c3ccccc3)n2)cc1OC (centres undefined),11,-8
O=C(CN1C(=O)/C(=C/c2ccco2)SC1=S)Nc1ccc(C(=O)O)c(O)c1,7,14
Cc1ccc(C(C(=O)NC2CCCC2)N(Cc2ccccc2)C(=O)c2csnn2)o1 (centres undefined),29,-15

# An excerpt of these results, field by field.
CC(=O)c1ccc(N2CCc3ccccc3C2)c([N+](=O)[O-])c1
- OX1R antag-1: 7
- OX1R antag-2: -24
Cc1ccc(N2C(=O)N3[C@H](c4ccc(Cl)cc4)[C@@H]4C(=O)N(C5CCCCC5)C(=O)[C@@H]4[C@]3(Cc3ccccc3)C2=O)cc1
- OX1R antag-1: 3
- OX1R antag-2: -24

# Pulled by compound from above, 4 records:
molecule,OX1R antag-1,OX1R antag-2
Cn1c(SCC(=O)O)nc2ccccc2c1=O,2,3
N#C/C(=C(/O)c1ccc(Cl)cc1)c1nc2ccccc2[nH]1,-9,3
CN(C)c1ccc(NC(=O)CN2CCN(c3ccc(F)cc3)CC2)cc1,0,-16
N#Cc1cc2c(nc1SCc1ccccc1)CCCC2=O,15,-8

# The listing continues.
molecule,OX1R antag-1,OX1R antag-2
S=c1[nH]nc(-c2ccco2)n1/N=C/c1ccccc1Cl,33,-4
CC(C(=O)Nc1cc(C(F)(F)F)ccc1N1CCOCC1)N1C(=O)C2CCCCC2C1=O (centres undefined),0,-17
Cc1ccc(C(C)C)c(OCc2nnc(SCC(=O)Nc3ncc(C)s3)n2C)c1,6,-20
COc1cccc(-n2c(C)nn(C)c2=O)c1,6,-3
COc1ccc(/C=N\NC(=O)CC(=O)Nc2cccc(Cl)c2)cc1OC,8,-16
CCCN1CCN(C(=O)CS(=O)(=O)Cc2nc(-c3cccc(OC)c3)oc2C)CC1,11,-17
CC1CCCC(NC(=O)CSc2cccc[n+]2[O-])C1C (centres undefined),-2,14
CCC(=O)c1ccc(OC)c(OC)c1O,10,-13
